DAGLB inhibitor – DAGLB lipase inhibitors, primary screen, biochemical, fluorescence, HTS | 0.059% of 340,000 active | AID 504411, 2011 | inhibition, % at 5.17 µM | HEK293T DAGLB membrane lysate, EnzChek fluorogenic substrate; in the data active = inhibition above about 34%;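 also: 0% = enzyme with vehicle and 100% = wells lacking enzyme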
Arrestin-AP2 inh – inhibitors of beta-arrestin/AP2 binding, primary screen, biochemical, GPCR trafficking, flow cytometry. inhibition, % at 10 µM. 0.31% of 340,000 active. AID 504490, 2011. FITC-arrestin peptide / GST-AP2 beads; AP2 beta2 appendage carries R879A mutation. beta-arrestin 1 C-terminal peptide binding to AP2 beta2-adaptin appendage (human);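 active = inhibition above a set limit, near 3 SD of compounds lacking own fluorescence, cut at about 54% in these data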;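 also: plate controls were DMSO wells for no effect and 5 µM unlabelled arrestin peptide for full effect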
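System: GST-AP2 R879A glutathione beads | Also added: FITC-arrestin peptide, 50 nM | Times: 12 min plus 1 h, RT | Signal: Bead flow cytometry, FITC channel | Buffer or medium: PBS with 0.05% Tween 20 and 0.1% BSA | Read-out basis: Percent drop in bead-associated FITC signal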
RTF Ca sens inh – cardiac RTF calcium sensitivity inhibitors, primary screen, biochemical, IANBD-TnC fluorescence, EC70 calcium. inhibition, % at 7.15 µM. Troponin I, cardiac muscle (Homo sapiens) + Troponin T, cardiac muscle (Homo sapiens) + …. 0.12% of 340,000 active. IANBD-labeled cardiac RTF, Ca2+ fluorescence. AID 493244, 2011;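 active = inhibition above the mean inhibition of all tested compounds plus 3 SD, cut at about 17% in these data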;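 also: assay run at fixed EC70 calcium of 1.6 mM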
SR-BI DiI inh – inhibitors of SR-BI mediated HDL lipid uptake, primary screen, ldlA[mSR-BI] cells, fluorescence, single point. Scavenger receptor class B member 1 (Mus musculus), Q61009. ldlA[mSR-BI] CHO cells, DiI-HDL uptake fluorescence, 3 h. inhibition, % at 12.5 µM. 0.96% of 320,000 active. AID 488896, 2010;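 active = mean replicate inhibition of at least 70% and a set share of replicates each scoring 70 or more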;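 also: 0% = median of neutral control wells and 100% = median of positive control wells; values of inactives mirror those of a sister screen read the other way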
NSD2 inh – NSD2 histone methyltransferase inhibitors, primary screen, biochemical, AlphaScreen, single concentration, set 2; Histone-lysine N-methyltransferase NSD2 (Homo sapiens), O96028; NSD2 peptide methylation, 120 min; inhibition, % at 12.5 µM; 0.54% of 310,000 active; in the data active = inhibition above about 50%
PKA-R2B act – activators of PKA-R2B holoenzyme, primary screen, biochemical, fluorescence polarization, Cy5-IP20, human; cAMP-dependent protein kinase catalytic subunit beta (Homo sapiens) + cAMP-dependent …; PKA-R2B holoenzyme dissociation; R2B truncated from residue 108, S112A mutant; 0% DMSO only, 100% 113 µM cGMP; activation, % at 11.4 µM; 0.079% of 340,000 active; AID 504700, 2011;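 active = activation above a cutoff set at the mean over all compounds plus 3 SD, cut at about 18% in these data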;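 also: higher means more holoenzyme dissociation and a rise in polarization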
Target sequence (P31323 whole entry, looked up, other chains not shown, the tested form may be a part): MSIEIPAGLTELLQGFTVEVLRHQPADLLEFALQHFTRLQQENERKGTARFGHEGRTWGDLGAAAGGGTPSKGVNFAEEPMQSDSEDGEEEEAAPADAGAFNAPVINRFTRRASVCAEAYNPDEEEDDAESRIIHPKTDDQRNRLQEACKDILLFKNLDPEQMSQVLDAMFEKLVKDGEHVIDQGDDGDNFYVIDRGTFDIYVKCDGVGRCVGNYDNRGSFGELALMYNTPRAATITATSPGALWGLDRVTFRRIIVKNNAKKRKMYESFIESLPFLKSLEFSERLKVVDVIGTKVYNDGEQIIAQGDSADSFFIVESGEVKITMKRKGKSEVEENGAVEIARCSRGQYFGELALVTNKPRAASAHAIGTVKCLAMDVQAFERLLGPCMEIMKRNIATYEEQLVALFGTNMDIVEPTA
Keap1-Nrf2 PPI – Keap1-Nrf2 protein-protein interaction inhibitors, primary screen, biochemical, fluorescence polarization, single point | Keap1 Kelch-Nrf2 peptide fluorescence polarization, 1536-well | inhibition, % at 9.4 µM | 0.15% of 340,000 active | AID 504523, 2011; in the data active = inhibition above about 12%;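 also: human Keap1 Kelch domain with fluorescein labeled Nrf2 9mer peptide probe; 0% = neutral control wells and 100% = peptide positive control; higher means more block of Keap1 binding to Nrf2 peptide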
Target sequence (Q14145 whole entry, looked up, the tested form may be a part): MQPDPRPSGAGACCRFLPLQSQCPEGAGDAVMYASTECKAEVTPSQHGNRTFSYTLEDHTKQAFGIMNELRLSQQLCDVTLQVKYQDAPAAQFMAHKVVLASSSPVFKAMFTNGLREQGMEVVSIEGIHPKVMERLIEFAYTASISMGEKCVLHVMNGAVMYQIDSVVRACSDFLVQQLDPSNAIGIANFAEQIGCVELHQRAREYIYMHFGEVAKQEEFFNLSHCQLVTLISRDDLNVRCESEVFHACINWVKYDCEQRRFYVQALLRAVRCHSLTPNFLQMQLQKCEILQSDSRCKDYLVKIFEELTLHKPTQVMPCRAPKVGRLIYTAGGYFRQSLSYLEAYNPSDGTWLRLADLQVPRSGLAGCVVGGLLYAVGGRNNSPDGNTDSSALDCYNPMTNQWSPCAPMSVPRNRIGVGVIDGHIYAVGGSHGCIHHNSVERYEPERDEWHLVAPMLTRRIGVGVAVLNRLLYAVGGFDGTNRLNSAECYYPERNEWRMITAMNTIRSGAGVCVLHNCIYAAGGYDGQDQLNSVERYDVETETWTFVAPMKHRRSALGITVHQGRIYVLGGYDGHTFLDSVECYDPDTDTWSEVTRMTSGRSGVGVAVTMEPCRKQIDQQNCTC
SR-BI uptake up – activators of SR-BI mediated DiI-HDL uptake, primary screen, ldlA[mSR-BI] CHO cells, DiI fluorescence | 3 h; 100 = double the neutral-control signal | activation, % at 12.5 µM | 0.096% of 320,000 active | AID 504775, 2011;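 active = mean replicate activation of at least 60% and every replicate at or above 60%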;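 also: 0% = median plate neutral-control signal and 100% = twice that signal; values of inactives mirror those of a sister screen read the other way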
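Assay system: CHO ldlA[mSR-BI] cells, LDL receptor-null, SR-BI overexpressing; medium: Ham's F12 with 0.5% BSA, HEPES 25 mM, pH 7.4; also added: DiI-HDL 10 µg/mL; timing: 3 h uptake period with compound, 37 °C; signal: DiI fluorescence, bottom read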
PvdQ acylase – P. aeruginosa PvdQ acylase inhibitors, primary screen, biochemical, fluorescence, plate reader and imaging, single point. purified PvdQ acylase. 0.063% of 340,000 active. inhibition, % at 10 µM. PvdQ acylase [Pseudomonas aeruginosa LESB58]; in the data active = inhibition above about 30%, passing the limit was not always enough;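 also: 0% = vehicle neutral wells and 100% = reference inhibitor wells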
C-LANA FP – inhibitors of KSHV C-LANA binding to DNA, primary screen, biochemical, fluorescence polarization, FAM-LBS DNA, MBP-C-LANA, single point; 0.078% of 340,000 active; inhibition, % at 9 µM; Kaposi's sarcoma herpesvirus LANA C-terminal domain (residues 932-1162) DNA binding;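 active = highest replicate inhibition at or above 60% at 9 µM, even if other replicates fall short; inactive = all replicates below 60% inhibition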;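 also: 0% = neutral control wells and 100% = 4 µM acridine orange control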
Active calls of the source: *; . = not tested or not shown.

SMILES	DAGLB inhibitor	Arrestin-AP2 inh	RTF Ca sens inh	SR-BI DiI inh	NSD2 inh	PKA-R2B act	Keap1-Nrf2 PPI	SR-BI uptake up	PvdQ acylase	C-LANA FP
O=C(COc1cccc(C(F)(F)F)c1)NCC(c1cccs1)N1CCOCC1 (configuration not stated)	-4	-1	-2	-15	-2	-6	-8	.	-11	1.7
N#CCCn1nc(-c2ccc(Br)cc2)cc1Nc1ccccc1NC(=O)C(F)(F)F	-3	-9	2	20	0	-2	0	-20	17	-1.3
CC1CCN(C(=O)CSc2nnc(CNC(=O)c3ccco3)o2)CC1	1	27	-8	6	1	1	2	-6	10	1.0
O=C(NCCCc1ccccc1)c1ccc(Br)o1	0	1	-3	.	0	-10	-7	.	-13	-1.6
C=CCn1c(Cc2cccs2)nnc1SCC(=O)c1ccc2ccccc2c1	-6	-6	-2	7	-5	2	1	-7	-12	-1.0
COc1ccc(C(=S)N2CCOCC2)cc1OS(=O)(=O)c1ccc(Br)cc1	1	17	-8	28	-1	2	2	-28	-11	-2.4
CCN(CC(=O)Nc1ccc(NC(C)=O)cc1)C(=O)CN1C(=O)NC(C)(c2ccc3ccccc3c2)C1=O (configuration not stated)	1	38	-10	13	0	-7	0	-13	7	-0.8
COc1cccc(C(=O)NNC2OC(CO)C(O)C2O)c1 (configuration not stated)	-1	32	-7	3	13	-3	-3	-3	2	1.0
O=c1cc(C(F)(F)F)nc(-n2[nH]c3c(c2=O)CCCC3)[nH]1	-5	5	0	-14	-1	0	-9	14	4	0.2
COC(=O)C1=C(C)N(c2ccc(C(=O)OC)cc2)C(=O)C1	-1	5	-23	-18	0	-10	-10	18	16	-0.2
Cc1cccc(NS(=O)(=O)c2ccc(Br)s2)n1	0	-8	-5	-7	-9	-2	-2	7	-2	3.0
Cc1ccc(N(CC(=O)NCCc2ccccc2)C(=O)c2csnn2)cc1	-2	25	8	-2	3	-5	-4	2	-2	-1.1
Cc1ccc(NC(=O)C(C)N2CCc3ccccc3C2)cc1 (configuration not stated)	-1	2	-16	1	-11	-15	6	-1	-1	-0.8
Cc1c(C(=O)OCC(C)C)[nH]c2c1C(=O)CC(c1ccco1)C2 (configuration not stated)	-6	5	2	66	.	-5	-6	-66	-19	2.7
COc1ccc(-n2c(C)cc(C(=O)CN3C(=O)NC4(CCCc5sccc54)C3=O)c2C)cc1 (configuration not stated)	10	-9	1	16	2	-7	0	-16	-5	1.0
C[C@H](CO)N1C[C@H](C)[C@@H](CN(C)Cc2ccc(C(=O)O)cc2)Oc2ccc(NS(=O)(=O)c3cn(C)cn3)cc2C1=O	-2	-1	12	-10	.	-13	-1	10	-1	5.8
Cc1c(/C=N/N2C(=O)C3C4C=CC(C4)C3C2=O)c2ccccc2n1C (configuration not stated)	2	4	-18	-25	-5	-9	4	25	-5	1.1
CCOC(=O)CCN(Cc1ccccc1)S(=O)(=O)c1csc(C(N)=O)c1	0	5	-4	-15	-1	4	0	15	-16	0.6
C/C(=N\N1CCN(c2ccc(Cl)cc2)CC1)c1ccco1	1	-4	-2	14	1	-8	-1	-14	-13	0.0
Cc1noc(C)c1C(=O)N1CCc2ccccc2C1	2	9	-1	-19	0	-9	-3	19	7	4.0

Given as a markdown table: 2 of the compounds above.
| Molecule | DAGLB inhibitor | Arrestin-AP2 inh | RTF Ca sens inh | SR-BI DiI inh | NSD2 inh | PKA-R2B act | Keap1-Nrf2 PPI | SR-BI uptake up | PvdQ acylase | C-LANA FP |
| --- | --- | --- | --- | --- | --- | --- | --- | --- | --- | --- |
| O=C(COc1cccc(C(F)(F)F)c1)NCC(c1cccs1)N1CCOCC1 (configuration not stated) | -4 | -1 | -2 | -15 | -2 | -6 | -8 | . | -11 | 1.7 |
| O=C(NCCCc1ccccc1)c1ccc(Br)o1 | 0 | 1 | -3 | . | 0 | -10 | -7 | . | -13 | -1.6 |

A draw from above in order of heavy-atom count, falling.
SMILES	DAGLB inhibitor	Arrestin-AP2 inh	RTF Ca sens inh	SR-BI DiI inh	NSD2 inh	PKA-R2B act	Keap1-Nrf2 PPI	SR-BI uptake up	PvdQ acylase	C-LANA FP
C[C@H](CO)N1C[C@H](C)[C@@H](CN(C)Cc2ccc(C(=O)O)cc2)Oc2ccc(NS(=O)(=O)c3cn(C)cn3)cc2C1=O	-2	-1	12	-10	.	-13	-1	10	-1	5.8
CCN(CC(=O)Nc1ccc(NC(C)=O)cc1)C(=O)CN1C(=O)NC(C)(c2ccc3ccccc3c2)C1=O (configuration not stated)	1	38	-10	13	0	-7	0	-13	7	-0.8
COc1ccc(-n2c(C)cc(C(=O)CN3C(=O)NC4(CCCc5sccc54)C3=O)c2C)cc1 (configuration not stated)	10	-9	1	16	2	-7	0	-16	-5	1.0
Cc1ccc(N(CC(=O)NCCc2ccccc2)C(=O)c2csnn2)cc1	-2	25	8	-2	3	-5	-4	2	-2	-1.1
CCOC(=O)CCN(Cc1ccccc1)S(=O)(=O)c1csc(C(N)=O)c1	0	5	-4	-15	-1	4	0	15	-16	0.6
Cc1c(/C=N/N2C(=O)C3C4C=CC(C4)C3C2=O)c2ccccc2n1C (configuration not stated)	2	4	-18	-25	-5	-9	4	25	-5	1.1
Cc1c(C(=O)OCC(C)C)[nH]c2c1C(=O)CC(c1ccco1)C2 (configuration not stated)	-6	5	2	66	.	-5	-6	-66	-19	2.7
Cc1ccc(NC(=O)C(C)N2CCc3ccccc3C2)cc1 (configuration not stated)	-1	2	-16	1	-11	-15	6	-1	-1	-0.8
COC(=O)C1=C(C)N(c2ccc(C(=O)OC)cc2)C(=O)C1	-1	5	-23	-18	0	-10	-10	18	16	-0.2
Cc1noc(C)c1C(=O)N1CCc2ccccc2C1	2	9	-1	-19	0	-9	-3	19	7	4.0
Cc1cccc(NS(=O)(=O)c2ccc(Br)s2)n1	0	-8	-5	-7	-9	-2	-2	7	-2	3.0

Next part:
SMILES	DAGLB inhibitor	Arrestin-AP2 inh	RTF Ca sens inh	SR-BI DiI inh	NSD2 inh	PKA-R2B act	Keap1-Nrf2 PPI	SR-BI uptake up	PvdQ acylase	C-LANA FP
O=C(O)CSc1nnc(Cc2cccc3ccccc23)n1-c1cc(C(F)(F)F)cc(C(F)(F)F)c1	8	12	-3	-10	-1	1	1	10	-6	-0.3
Cc1ccc(C2(c3noc(CN(C)Cc4ccccn4)n3)CCCC2)cc1	-3	-1	7	1	-5	-3	-3	-1	-13	0.6
COc1ccc(C2=NOC(Cn3nc(C(=O)NCc4ccc(OC(F)(F)F)cc4)cc3-c3ccccc3)C2)cc1 (configuration not stated)	0	-3	4	11	.	2	0	-11	-11	-0.9
CC(=O)N1CCN(C(=O)c2ccc(S(=O)(=O)Nc3ccccc3C)cc2)CC1	-4	24	3	-23	-1	-4	0	23	-2	-0.1
O=C(Nc1ccccc1C(=O)O)c1cc(S(=O)(=O)Nc2ccccc2)ccc1Cl	8	-13	-6	-20	0	-2	2	20	-7	-0.5
OC(c1ccccc1)C1CN(Cc2ccccc2)CCC1(O)c1ccccc1 (configuration not stated)	0	15	-6	-7	19	1	4	7	3	-0.1
OC(CNCc1ccccc1F)(c1ccc(F)cc1)c1ccc(F)cc1	-8	-1	-10	-11	-3	-7	-1	11	-5	0.9
O=C(/C=C/c1ccccc1)NNC(=O)c1cccs1	-1	-10	-6	-16	-3	-8	-2	16	-17	-0.3
CCc1cccc(CC)c1NC(=O)C(CC)Sc1nc2ccncc2[nH]1 (configuration not stated)	-5	17	-3	-16	.	2	2	17	-6	0.9
O=C(CCCn1nnnc1CN1CCOCC1)N1CCN(c2ccccc2F)CC1	1	-16	10	-14	-1	3	-3	14	-2	-1.7
Cc1cc(NCCCN2CCOCC2)n2nc(C)c(-c3ccc(F)cc3)c2n1	-1	6	-3	-15	.	-2	-3	15	-15	-1.0
O=C(CN1C(=O)C2CCCCN2C(=O)c2ccccc21)Nc1ccc(F)cc1 (configuration not stated)	-1	26	-15	-3	1	-10	-1	3	-6	-0.5
CC(C)c1nnc(NC(=O)CCC(=O)NCc2ccc3c(c2)OCO3)s1	0	7	-2	-4	.	-1	0	4	-6	1.2
Cc1ccc(S(=O)(=O)Oc2ccc(C(c3c(C)[nH][nH]c3=O)c3c(C)[nH][nH]c3=O)cc2)cc1	0	19	3	-27	13	9	-1	27	-4	-0.8
CCn1c(=O)c2cc(C(=O)NCC(OC)OC)sc2c2ccccc21	-6	22	-2	25	1	-2	-2	-25	-1	-0.6
CNC(=S)N1CCN(c2nc3ccccc3s2)CC1	-1	-3	-3	9	1	6	-1	-9	-9	-0.3
CC(C)n1nc(C(=O)Nc2nnc(C3CC3)s2)c2ccccc2c1=O	-2	39	-1	-7	-1	10	0	7	2	0.2
Cc1ccc(C)c(N(C)C(=O)c2coc(=O)c3ccccc23)c1	0	2	-8	18	3	0	-5	-18	-8	2.2
Cc1ccc(C(=O)CSc2nc3ccc(C(=O)NCCN4CCCCC4)cc3c(=O)[nH]2)cc1	1	2	-17	-20	.	2	2	20	-9	-2.5
O=C(CN1CCN(S(=O)(=O)c2cc(Br)ccc2Br)CC1)NCc1ccccc1Cl	-5	2	-4	45	-1	-6	-7	-45	5	-3.1
Nc1ccc(C(=O)Nc2ccc3nc(-c4ccncc4)[nH]c3c2)cc1	-6	25	-6	17	-2	-5	-2	-17	-5	0.6
CC(=O)N[C@@H](Cc1c[nH]c2ccccc12)C(=O)OCC(=O)NCc1ccc2c(c1)OCO2	3	25	-4	-1	0	2	-1	1	-8	-1.0
NC(=O)c1ccccc1OCC(=O)N1CCc2ccccc2C1	1	-2	-10	.	1	-3	-3	.	-24	-0.4
Cc1onc(-c2ccccc2)c1C(=O)NCc1ccc2c(c1)OCO2	0	-3	-8	-13	0	10	-1	13	-5	-1.4
Cc1ccc(-c2cc(C(=O)N/N=C/c3ccco3)[nH]n2)cc1	1	-8	17*	0	-5	-1	-5	0	-7	-1.8
CCCC1(C(=O)OCC)NC(c2ccc(O)cc2)C2C(=O)N(c3ccc4c(c3)OCCO4)C(=O)C21 (configuration not stated)	-1	-10	2	-14	-1	-16	-2	14	-4	-0.4
COc1ccccc1NC(=O)c1csc2c1CCC(C)C2 (configuration not stated)	-8	-19	-16	54	-5	-12	-2	-54	-9	0.4

An unsorted share of the library. Share with any hit: about 2.1%.
